NPYLR7 agonist: activates Aedes aegypti NPYLR7 receptor | HEK293T NPYLR7/Galpha15, GCaMP6s calcium fluorescence | activation, % at 10 µM | actives 0.15% (n = 270,000) | AID 1259423; in the data active = activation above about 40%;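 also: 0% = vehicle and 100% = reference agonist at the receptor; some compounds past the cut are filed as inactive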
hcGAS lum: blocks human cGAS activity; Q8N884; recombinant h-cGAS, ATP depletion, Kinase-Glo luminescence; inhibition, % at 12.5 µM; actives 0.081% (n = 290,000); AID 1259398;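 also: 0% = vehicle reaction and 100% = reaction without DNA for no activity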
Target sequence (Q8N884 whole entry, looked up): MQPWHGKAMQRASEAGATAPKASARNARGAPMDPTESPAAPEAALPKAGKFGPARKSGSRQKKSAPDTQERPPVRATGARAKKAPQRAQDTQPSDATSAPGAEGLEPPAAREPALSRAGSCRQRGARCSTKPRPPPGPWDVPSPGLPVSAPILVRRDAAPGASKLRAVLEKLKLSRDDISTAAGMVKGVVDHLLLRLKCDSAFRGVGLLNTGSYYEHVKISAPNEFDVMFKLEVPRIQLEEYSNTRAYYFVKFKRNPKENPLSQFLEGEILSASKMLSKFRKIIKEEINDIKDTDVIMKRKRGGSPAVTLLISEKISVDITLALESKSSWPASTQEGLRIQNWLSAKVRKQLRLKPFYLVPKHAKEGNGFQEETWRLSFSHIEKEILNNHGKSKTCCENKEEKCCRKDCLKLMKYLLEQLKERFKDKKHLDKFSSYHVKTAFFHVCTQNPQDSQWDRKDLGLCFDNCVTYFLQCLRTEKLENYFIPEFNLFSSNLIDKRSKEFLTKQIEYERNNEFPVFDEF
mcGAS lum: blocks mouse cGAS activity | Q8C6L5 | recombinant cGAS, Kinase-Glo ATP depletion luminescence | inhibition, % at 12.5 µM | actives 0.15% (n = 160,000);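 also: 0% = negative control wells and 100% = reference inhibitor with no enzyme activity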
* = called active by the depositor; nt = no result given; & = joins results of further samples. Rule as the data show it, unless noted: active = inhibition above about 40%; inactive = the rest.

SMILES	NPYLR7 agonist	hcGAS lum	mcGAS lum
Fc1ccccc1Nc1nc(COc2cccc(Cl)c2)cs1	5	-8	nt
Cc1nc(C=CC(=O)N(Cc2ccccc2)C2CCS(=O)(=O)C2)cs1 (stereo not drawn)	2	-2	nt
COCC(=O)N1CCN(c2ccc(Cl)cc2)C(=O)C1C (stereo not drawn)	1	-8	-8
CS(=O)(=O)Oc1ccc(CN(Cc2ccccc2)C(=O)c2cccc(F)c2)cc1	1	-8	-6
Cc1ccc(C)c(C(=O)N2CC[C@@H]3NC(=O)[C@H]4C[C@H](NC(=O)[C@@H](O)c5ccccc5)CN4C(=O)[C@H]32)c1	-5	-5	-7
CC(=O)N1CCc2c(nc(-c3ccccn3)nc2NCCn2cccn2)C1	10	-3	nt
Cc1ncc2c(c1CNS(=O)(=O)c1cccs1)CCN(C(=O)c1cc3ccccc3n1C)C2	23	-7	-12
S=C1NC2(CCCCCC2)N=C1c1ccccc1	14	-8	nt
Cc1c(CCNS(=O)(=O)c2ccc3ccccc3c2)sc2nc(-c3ccc(F)cc3)nn12	8	-3	-4
CCn1nc(-c2ccccc2)c(-c2ccccc2)c(C(=O)N2CCOCC2)c1=O	-3	-7	-8
COc1ccccc1CNC(=O)c1nn(-c2ccccc2)c(=O)cc1OC	0	-10	nt
CCOc1ncccc1CN1CCCC(C(=O)N[C@@H]2C[C@@H]3C[C@H]([C@H]2C)C3(C)C)C1 (stereo partly drawn)	-2	-3	0

Next records.
SMILES	NPYLR7 agonist	hcGAS lum	mcGAS lum
c1ccc2c(c1)Cc1ccc(-c3csc(N4CCOCC4)n3)cc1-2	6	-5	nt
CCOC(=O)c1c(C)[nH]c(C(=O)CC(=O)OC)c1C	8	-4	-3
Cc1ccc(N2CCN(C(=O)c3ccccc3N3CCC(NC(=O)c4cccs4)CC3)CC2)cc1C	1	-7	nt
c1ccc(COC2CCN(Cc3cccc4nccnc34)CC2)cc1	5	-3	nt
CCCC(=O)OCC(O)CN(Cc1c(CC)nn(-c2ccccc2)c1Oc1ccc(OC)cc1)C1CC1 (stereo not drawn)	-6	-5	-5
NC(CN1CCCC1=O)=NOC(=O)c1ccc(Cl)cc1	-10	-6	nt
CCc1ncc(CN(C)C(C)C(=O)NC(C)C)s1 (stereo not drawn)	3	-7	nt
Cc1nn(C)c(C(=O)N(C)C23CC4CC(CC(C4)C2)C3)c1Br	16	3	nt
Cc1noc(C)c1C(=O)O	-1	-4	-3
Cc1nn2cc(-c3cccc([N+](=O)[O-])c3)cc2c2c(C)n(C)c(C)c12	-8	0	nt
COc1cn(CC(=O)Nc2cc(C)on2)c(CN2CCOCC2)cc1=O	3	-5	-9
CC(C)c1ccc(NC(=O)C(C2CCCC2)N2CCN(C(=O)c3ccccc3C(F)(F)F)CC2)cc1 (stereo not drawn)	3	0	-1

(more compounds)
SMILES	NPYLR7 agonist	hcGAS lum	mcGAS lum
CCCc1nc(C)sc1C(=O)N1CCC(c2ccc(F)cc2)CC1	-6	-9	-3
CC(C)Nc1ccc(C(=O)Nc2cccc(Oc3ccccc3)c2)cn1	0	-6	-3
CCOc1ccc(S(=O)(=O)c2cn(Cc3ccc(C)cc3)c3ccc(OC)cc3c2=O)cc1	-8	-5	-7
CC(=O)Nc1cccc(-c2cnn(Cc3ccccc3)c2)c1	-4	3	nt
CC(C)CN(CCC(=O)Nc1ccccc1)c1nc(-c2ccco2)nc2ccccc12	-2	-4	-4
Cc1nn(C2CCS(=O)(=O)C2)c2nc(-c3ccccc3)cc(C(=O)NCCc3ccccc3)c12 (stereo not drawn)	5	-2	-8
CC1(C(=O)NS(=O)(=O)c2cccc(Cl)c2)CCN1C(=O)CCc1ccccc1 (stereo not drawn)	1	0	nt
Cc1cc2c(cc1C)NC(c1cccc3ccccc13)C1C(=O)CC(C)(C)CC1=N2 (stereo not drawn)	-3	-1	-3
Nc1nc(Cn2cc(C(F)(F)F)cc(Cl)c2=O)nc2ccccc12	1	-6	-5
c1ccc2sc(N3CCCN(Cc4cc5n(n4)CCNC5)CC3)nc2c1	6	1	nt
CCOC(=O)N1CCC(C(=O)Nc2ccc(S(=O)(=O)N(C)C)cc2)CC1	4	-7	nt
COc1cc(C(=O)N2CCOC(Cc3ccccc3)C2)ccc1F (stereo not drawn)	2	0	-3

Continued:
SMILES	NPYLR7 agonist	hcGAS lum	mcGAS lum
CCCNC(=O)CN(C)C(=O)/C=C/c1c(C)nn(-c2ccc(F)cc2)c1Cl	6	-2	nt
O=C(c1ccc(Oc2ccccc2)cc1)C1CCCN(C(=O)CCn2cnnn2)C1 (stereo not drawn)	22	-10	nt
CC1(Cc2ccc3ccccc3n2)C(=O)Nc2c(C(F)(F)F)cccc21 (stereo not drawn)	2	0	0
COc1ccc2[nH]c3c(c2c1)CCNC3=O	1	3	-4
COc1ccc(S(=O)(=O)Nc2ccc(Nc3ccc(-n4ccc(C)n4)nn3)cc2)c(C)c1C	1	-5	-10
CC(C)(C)n1nc2c(c1NC(=O)c1ccc(F)cc1)CSC2	-3	-2	-4
Cc1nc2ccc(C(=O)N3CCC(O)(Cc4ccccc4)CC3)cn2c1N(C)C(=O)CCc1ccccc1	21	-6	-4
CC1(C)C2CC[C@@]34C=C[C@@](C)(CC[C@H]3[C@]2(C)CC(=O)[C@@H]1O)C4 (stereo partly drawn)	-9	0	-5
CC(Sc1ncnc2ccccc12)C(=O)NC(N)=O (stereo not drawn)	13	-5	-3
COc1ccccc1-c1cc(C(=O)NC2CCCCC2)n2nc(C(C)(C)C)cc2n1	-8&2	-8&4	-9&-1
CN1C[C@H](C(=O)N[C@]2(C)O[C@@]3(O)[C@@H]4CCCN4C(=O)[C@H](Cc4ccccc4)N3C2=O)CC2c3cccc4[nH]cc(c34)C[C@H]21 (stereo partly drawn)	4	-4	-4
Cc1ccc2cc(/C=N\NC(=O)CN3CCCCC3)c(Cl)nc2c1	2	5	nt

An excerpt of these results, field by field.
SMILES: CCOC(=O)c1c(C)[nH]c(C(=O)CC(=O)OC)c1C
  NPYLR7 agonist = 8 | hcGAS lum = -4 | mcGAS lum = -3

SMILES: Cc1ccc(N2CCN(C(=O)c3ccccc3N3CCC(NC(=O)c4cccs4)CC3)CC2)cc1C
  NPYLR7 agonist = 1 | hcGAS lum = -7 | mcGAS lum = nt

SMILES: c1ccc(COC2CCN(Cc3cccc4nccnc34)CC2)cc1
  NPYLR7 agonist = 5 | hcGAS lum = -3 | mcGAS lum = nt

SMILES: CCCC(=O)OCC(O)CN(Cc1c(CC)nn(-c2ccccc2)c1Oc1ccc(OC)cc1)C1CC1 (stereo not drawn)
  NPYLR7 agonist = -6 | hcGAS lum = -5 | mcGAS lum = -5

Next section:
SMILES	NPYLR7 agonist	hcGAS lum	mcGAS lum
O=[N+]([O-])c1ccccc1C=CC=NN1CCN(Cc2cccc3ccccc23)CC1	-6	-6	-2
O=C(c1ccccc1F)N1CCN(C(C(=O)N2CCc3ccccc3C2)C2CCCC2)CC1 (stereo not drawn)	-3	4	nt
Cn1c(=O)c2c(ncn2CC(=O)NC2CCCCCCC2)n(C)c1=O	2	-8	nt
CN(C)c1nc(-c2ccccc2)nc2c1CCN(C(=O)c1[nH]ncc1Cl)C2	6	-3	-11
COc1ccc(F)c(CN2CCCC(O)(CN(C)Cc3ccco3)C2=O)c1 (stereo not drawn)	-1	-10	-12
CO[C@H]1CN(C(=O)CCc2c(C)n[nH]c2C)CC[C@H]1N	15&2	-8&-11	nt
O=C(Cc1c[nH]c2ccc(F)cc12)N1CCc2c(cnn2-c2ccc(Cl)cc2Cl)C1	-1	7	nt
CCc1ccc(CN(C)C(=O)c2csc(-c3cnccn3)n2)cc1	4	-10	nt
O=C(c1cnccn1)N1CCC(N2CCC(N3CCCC3=O)CC2)CC1	0	-5	-9
CC1CCN(C(=O)CCCc2nnc3c(=O)n(-c4ccc(Cl)cc4)ccn23)CC1	3	-6	-10
COc1ccccc1C(=O)N1CCC(C(=O)NC2CCCC[C@H]2NC(=O)c2ccc(F)cc2)CC1 (stereo partly drawn)	nt	-4	-10
CCNC(=O)CSc1nnc(-c2ccccc2)o1	-7	-4	nt

The list goes on:
SMILES	NPYLR7 agonist	hcGAS lum	mcGAS lum
COc1ccc(-c2csc(-n3[nH]c(C)c(N=Nc4cc(Cl)ccc4Cl)c3=O)n2)cc1	-5	1	-5
COc1cc2c(cc1OC)CN(C(=O)C1CC3(CCNCC3)CN1)CC2 (stereo not drawn)	2	-6	-10
CC(=O)NCCn1c(C)csc1=Nc1cccc2ccccc12	-26	2	nt
CCCN1C(SCC(=O)NCCc2ccc(Cl)cc2)=NS(=O)(=O)c2ccccc21	3	-1	nt
Cc1[nH]c(=S)n(C2CCCC2)c1C	7&-3	-3&3	19
CN(C)c1ccc(NC(=O)c2cccc(F)c2)cc1CN(CC1CCCO1)C(=O)c1ccc(F)cc1 (stereo not drawn)	nt	-3	0
CCOC(=O)[C@H]1[C@@H](O)C(=O)NC12CCN(C(=O)CC1CCCC1)CC2	2	6	-2
CCC(C)NCc1cccc(OCc2nc(CO)cs2)c1 (stereo not drawn)	29	-4	nt
O=C(CCN1C(=O)c2ccccc2C1=O)Nc1nccs1	-3	-4	-5
CC1CCc2c(sc3ncnc(SCC#N)c23)C1 (stereo not drawn)	3&3	-11&-4	-5&-4
Cc1ccc(Cn2c(=O)c3c(nc4[nH]c(C)c(C)n43)n(C)c2=O)cc1	1	-9	nt
FC(F)(F)c1cnc(NC2CCN(C3CC3)C2)c(Cl)c1 (stereo not drawn)	6	-7	-8

Remaining list, next part.
SMILES	NPYLR7 agonist	hcGAS lum	mcGAS lum
COc1cc(S(=O)(=O)Nc2ccc3cn[nH]c3c2)ccc1Br	1	-4	nt
O=C(Nc1nnc(-c2ccc3c(c2)OCO3)s1)C1CCCN1C(=O)Nc1ccc(Cl)cc1 (stereo not drawn)	1	5	-1
COc1cccc(CO[C@]2(C(=O)NCC3CC3)CC(OCc3ccccc3C#N)[C@@H]3OC(C)(C)O[C@@H]3C2)c1 (stereo partly drawn)	-29	-1	0
Cc1ccc(Cc2nc(CSc3nc4ccccc4s3)cs2)cc1	21	-1	-3
C=CCn1c(SCc2cccc(Cl)c2)nnc1-c1ccccc1C	20	-4	-5
Cn1nnnc1SCc1cc(=O)n2cc(Br)ccc2n1	3	-7	nt
O=C(NCC1CC1)c1nn(-c2ccccc2)c(=O)c2ccccc12	6	-7	nt
Clc1cccc(Cl)c1CNC1CCN(Cc2ccccc2)CC1	-3	-8	nt
O=C1NCCN(c2nc(C(F)F)nc3ccccc23)C1c1cccs1 (stereo not drawn)	-4	1	nt
Cc1cccnc1C(C)NC(=O)CCN(C)S(C)(=O)=O (stereo not drawn)	-7	-6	nt
CNC(=O)C1(NS(=O)(=O)c2ccc(C)c3ncccc23)CCCCC1	-3	-7	-11
CCOc1nn(CC)cc1-c1nnc(SCc2cccnc2)n1CC	4	-6	-6

One compound at a time, from the list above. Order of values: NPYLR7 agonist, hcGAS lum, mcGAS lum
O=C(Nc1nnc(-c2ccc3c(c2)OCO3)s1)C1CCCN1C(=O)Nc1ccc(Cl)cc1 (stereo not drawn) as listed: 1, 5, -1
O=C(NCC1CC1)c1nn(-c2ccccc2)c(=O)c2ccccc12 as listed: 6, -7, nt

The list continues.
SMILES	NPYLR7 agonist	hcGAS lum	mcGAS lum
COc1ccc(S(=O)(=O)N2CCOCC2)cc1N1CCN(C(=O)c2ccco2)CC1	31	0	-5
O=C(NC1CCCCC1)c1sc(=S)n2c1[nH]c(=O)c1sccc12	12	10	nt
CC(C)(C)NP1(=O)C=C(c2ccccc2)SC(c2ccccc2)=C1	-7	2	nt
CCS(=O)(=O)c1ncc(CN2CCCCO2)n1CCCc1ccccc1	17	-4	nt
COc1cccc(-c2cnc(NC(C)=O)cn2)c1	2	-20	nt
O=C(CC1OCCc2sccc21)OCc1ccc2n[nH]nc2c1 (stereo not drawn)	-1	-10	nt
O=C(NCCn1ncc2c(=O)n(Cc3ccc([N+](=O)[O-])cc3)cnc21)C1CCCC1	0	-2	-10
Clc1cccc(CSc2nnc(-c3ccc[nH]3)o2)c1	1	-4	-6
C=CCCC(=O)N1CCC(=O)N(C)c2ccccc2C(OC(=O)NCC)C1 (stereo not drawn)	2	-3	-9
NC(=O)c1ccccc1NC(=O)C1Cc2ccccc2S1 (stereo not drawn)	-2	3	nt
CCc1cccc2c(C(CC(=O)NCc3cccnc3)c3ccc4c(c3)OCO4)c[nH]c12 (stereo not drawn)	2	4	1
NC(=O)CSc1nc2ccccc2c(=O)n1CCc1ccc(Cl)cc1Cl	2	7	nt

Carrying on:
SMILES	NPYLR7 agonist	hcGAS lum	mcGAS lum
CCOC(=O)c1c(C)nn(-c2ccc(C(=O)NC(C)CC(C)C)cc2)c1C (stereo not drawn)	-7	-2	-3
c1ccc2sc(-c3ccc(CNCCCn4ccnc4)o3)nc2c1	4	-5	nt
C=C(Br)Cn1cnc2c(F)cc(Br)cc2c1=O	6	-7	nt
CCOC(=O)CCC(=O)Nc1nn(C)c2c1C(c1ccco1)CC(=O)N2 (stereo not drawn)	-13	-2	-6
c1ccc(Cn2cnc3c(N4CCOCC4)nccc32)cc1	-5	-8	-7
CC(C(N)=O)N(C)Cc1ccc(Br)cc1 (stereo not drawn)	5	-14	-6
Nc1nc(Nc2cccc(F)c2)nc(N2CCCC2)c1[N+](=O)[O-]	1	-2	nt
COc1ccc(CC(=O)Nc2nnc(SCC(=O)Nc3ccccc3F)s2)cc1	-10	-5	-5
CSC(=C(C#N)C#N)N1CCN(c2ccccc2)CC1	3	-5	nt
O=S(=O)(Cc1cc2c(cc1Br)OCCO2)c1nc2ccccc2[nH]1	-2	-2	1
COc1ccc(-c2cc3ccc4c(c3oc2=O)CN(C2CCS(=O)(=O)C2)CO4)cc1OC (stereo not drawn)	3	0	-4
CCOC(=O)CCc1c(C)nc2ncnn2c1N1CCN(C(=O)[C@H](C)OC(C)=O)CC1	25	2	-5

High-throughput results as filed in PubChem BioAssay.
